High-throughput results (PubChem)
SENP8 block: inhibitors of human SENP8 protease. inhibition, % at 20 µM. Q96LD8. 0.64% of 360,000 active. recombinant SENP8, Nedd8 substrate fluorescence; in the data active = inhibition mostly above about 40%, no sharp cut-off; inactive = mostly below about 27%
Target sequence (Q96LD8 whole entry, looked up): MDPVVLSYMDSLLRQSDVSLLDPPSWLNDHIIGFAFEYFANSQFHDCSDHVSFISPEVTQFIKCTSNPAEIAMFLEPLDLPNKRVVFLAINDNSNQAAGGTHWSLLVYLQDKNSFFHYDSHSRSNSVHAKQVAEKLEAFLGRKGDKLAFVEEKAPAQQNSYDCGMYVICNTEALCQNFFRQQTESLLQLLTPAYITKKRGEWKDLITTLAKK
NR3A LBD binder: modulators (binders) of human NR3A ligand-binding domain; NR3A LBD differential scanning fluorimetry, Tm shift; 0% = protein alone, 100% = glycine-bound protein; Tm shift relative to glycine control, % at 25 µM; 2.5% of 340,000 active; AID 1259313;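 active = melting temperature shift of at least 10% of the positive control shift, at one fixed dose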
SENP1 FRET inh: SENP1 (human) catalytic domain inhibition; 0.21% of 360,000 active; AID 624204; recombinant SENP1 catalytic domain, CyPet-SUMO1-YPet FRET cleavage; Q9P0U3; inhibition, % at 10 µM;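 active = inhibition at least 30% at 10 µM, raw YFP signal under a set limit, fluorescence ratio 0.5 to 1.5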;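 also: 0% = enzyme with DMSO and 100% = no enzyme wells; some results filed as inactive read as strong as hits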
Target sequence (Q9P0U3 419-644 limits assumed): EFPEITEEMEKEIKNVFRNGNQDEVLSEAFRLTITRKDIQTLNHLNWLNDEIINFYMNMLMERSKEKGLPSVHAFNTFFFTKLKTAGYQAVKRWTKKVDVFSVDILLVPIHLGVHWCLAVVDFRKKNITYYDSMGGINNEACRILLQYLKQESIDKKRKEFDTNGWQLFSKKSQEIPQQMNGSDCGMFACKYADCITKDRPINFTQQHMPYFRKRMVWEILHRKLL
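Test system: human SENP1 catalytic domain; medium: Tris pH 8 buffer plus EDTA, NaCl, BME, BSA, NP40, catalase; incubation: 50 min reaction at room temperature; technique: FRET, CFP and YFP emission; controls: no-enzyme low control and enzyme-plus-DMSO high control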
MPTP block: blocks calcium-induced mitochondrial swelling. isolated mouse mitochondria, Ca2+ swelling absorbance, 30 min. inhibition, % at 10 µM. 1.4% of 360,000 active. AID 602449;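 active = inhibition of 50% or more, scaled per plate between neutral and stimulator controls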;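 also: 0% = DMSO wells given calcium and 100% = 1 mM EGTA wells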
PfGluPho inh: PfG6PD (Plasmodium falciparum) enzyme inhibition. AID 504690. inhibition, % at 20 µM. 0.78% of 350,000 active. PfGluPho enzyme, NADPH resazurin-diaphorase fluorescence;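 active = inhibition reaching at least a set limit at 20 µM in the primary screen, cut at about 59% in these data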;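 also: 0% = DMSO wells with substrate and 100% = DMSO wells lacking glucose-6-phosphate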
ATG4B inh: inhibitors of human ATG4B cysteine protease. Q9Y4P1. ATG4B cleavage of LC3-PLA2, NBD-HPC fluorescence, 1 h. inhibition, % at 8.33 µM. 0.51% of 340,000 active; in the data active = inhibition above about 40%
hIAP act: human IAP activation | P09923 | purified human IAP, CDP-Star luminescence, 30 min; stronger effect = higher value; 1 = vehicle-only enzyme, 0 = enzyme-free background | activation factor at 10 µM | 0.16% of 330,000 active | AID 2524;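 active = activation factor of the enzyme at least 2-fold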; also: the source names both 10 and 20 µM as test concentration; values of inactives mirror those of a sister screen read the other way
Target sequence (P09923 whole entry, looked up): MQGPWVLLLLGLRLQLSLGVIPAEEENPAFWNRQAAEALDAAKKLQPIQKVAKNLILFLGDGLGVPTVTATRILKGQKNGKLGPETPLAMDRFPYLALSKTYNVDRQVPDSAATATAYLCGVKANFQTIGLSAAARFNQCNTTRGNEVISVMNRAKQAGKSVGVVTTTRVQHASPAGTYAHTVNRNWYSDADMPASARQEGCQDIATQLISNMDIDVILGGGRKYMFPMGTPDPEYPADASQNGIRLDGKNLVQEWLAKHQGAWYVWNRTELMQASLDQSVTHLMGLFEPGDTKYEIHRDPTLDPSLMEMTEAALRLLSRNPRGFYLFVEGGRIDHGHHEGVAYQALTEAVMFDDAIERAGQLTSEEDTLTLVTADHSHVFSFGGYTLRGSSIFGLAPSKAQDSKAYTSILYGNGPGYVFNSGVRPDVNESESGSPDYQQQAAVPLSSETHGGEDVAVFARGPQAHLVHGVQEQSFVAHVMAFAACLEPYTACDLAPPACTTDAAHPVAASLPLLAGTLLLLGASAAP
SENP6 block: blocks the human protease SENP6 | AID 2599 | Q9GZR1 | inhibition, % at 10 µM | 1.8% of 330,000 active | Recombinant SENP6 catalytic domain, aminoluciferin luminescence;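 active = inhibition above about 50% at the single tested dose, limit read from the data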;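 also: plate controls were DMSO wells with enzyme for no effect and DMSO wells lacking enzyme for full effect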
* marks the source's active call; other numbers are inactive results; x = not tested or not shown. This is a random part of the collection; any-hit rate near 6.7%.

Values in the order: SENP8 block, NR3A LBD binder, SENP1 FRET inh, MPTP block, PfGluPho inh, ATG4B inh, hIAP act, SENP6 block
CCN(C(C)=O)c1nc(CCl)cs1
  13, 0, 2, -0.6, 4, -3, 1, 0
COc1cccc2c(=O)c3ccccc3oc12
  -444, 4, -2, -3.0, 4, -7, 1, -23
Cc1ccccc1N1CCN(C2CCCN(C(=O)CCC3(C)CC3)C2)CC1 (stereo not given)
  13, -4, 0, 0.1, 3, 6, 1.2, 0
COc1cc(NC(C)CCCN)c2ncccc2c1Oc1ccccc1 (stereo not given)
  -13, -10, -34, 1.8, 50, -2, 0.93, 74*
FC(F)(F)c1nc(SCc2ccc(Cl)cc2Cl)n[nH]1
  13, -4, -2, 63*, -13, -6, 1, -4
COc1ccc(N(CC(=O)N2CCN(c3cccc(C)c3C)CC2)S(=O)(=O)c2c(C)noc2C)cc1
  11, 1, 0, 1.3, 13, 6, 1, -3
CCOC(=O)c1sc2ccccc2c1NC(=O)c1coc2ccccc2c1=O
  -42, -1, 3, 3.8, 0, 53*, 1, -13
COc1cnc(SC)nc1Nc1ccc(C#N)cc1
  -136, 2, 2, 0.2, 10, -5, 1, 0
CC(Cl)C(=O)NN=C(c1ccccc1)c1ccccc1 (stereo not given)
  6, 0, 0, -0.4, -7, 2, 1, -10
O=C(CNS(=O)(=O)c1cccc2nonc12)NCc1ccc(F)cc1
  18, 0, 4, -0.2, 30, -16, 0.89, 6
Cc1c(C(=O)NCc2ccc3c(c2)OCO3)sc2nc(-c3ccccc3)cn12
  12, -9, 1, -0.9, 14, -5, 0.89, 4
Cc1cccc(N2CCN(C(=O)c3noc4c3COc3ccc(C)cc3-4)CC2C)c1 (stereo not given)
  -22, 0, 1, 2.2, 18, -8, 0.83, -10
Cc1ccc(NC(=S)Nc2cccc(S(=O)(=O)Nc3c(C)n(C)n(-c4ccccc4)c3=O)c2)cc1
  -1, -1, 4, -0.3, 19, 1, 0.98, 8
Cc1cccc(C(=O)N(C)c2nnc(-c3ccncc3)s2)c1
  -2, -2, 1, -1.3, -18, 2, 1, -13
COc1ccc(CCNC(=O)CCNC(=O)N2CC(=O)Nc3ccccc32)cc1OC
  9, -1, 1, -1.7, -16, 5, 0.78, 5
CCOc1ccc2cc(C#N)c(SCC(=O)N3CCOCC3)nc2c1
  -213, 0, -21, 1.0, 6, -6, 1.1, -8
Brc1cccc(-c2nnc3sc(CN4CCC5(CC4)OCCO5)cn23)c1
  12, -1, 1, -0.6, 16, -7, 0.69, 3
N/C(=N\N=C\c1ccc2c(c1)OCO2)SC1CC(=O)N(c2ccc(C(=O)O)cc2)C1=O (stereo not given)
  13, -1, 0, 2.8, -8, -6, 0.98, -8
CNC(=S)N1CCN(c2nc(-c3ccc(F)cc3)cs2)CC1
  7, -5, -1, 3.7, 2, -5, 1.2, 1
CCC(=O)N/C(=N/c1nc(C)cc(C)n1)Nc1cccc(OC)c1
  8, -4, 1, 0.3, 0, -11, 0.73, -4

Quoted from the listing.
Reading of CNC(=S)N1CCN(c2nc(-c3ccc(F)cc3)cs2)CC1 under SENP6 block: 1
Reading of Cc1cccc(N2CCN(C(=O)c3noc4c3COc3ccc(C)cc3-4)CC2C)c1 (stereo not given) under SENP1 FRET inh: 1

Back to the main list with the two entries that preceded the break.
Values in the order: SENP8 block, NR3A LBD binder, SENP1 FRET inh, MPTP block, PfGluPho inh, ATG4B inh, hIAP act, SENP6 block
CNC(=S)N1CCN(c2nc(-c3ccc(F)cc3)cs2)CC1
  7, -5, -1, 3.7, 2, -5, 1.2, 1
CCC(=O)N/C(=N/c1nc(C)cc(C)n1)Nc1cccc(OC)c1
  8, -4, 1, 0.3, 0, -11, 0.73, -4
COc1cc(SC#N)ccc1N=Cc1c(C)[nH]n(-c2ccc(C)cc2)c1=O
  36, 4, 74, -7.9, 36, -19, x, x
CCCCOc1ccccc1C(=O)N(Cc1ccco1)C1CCS(=O)(=O)C1 (stereo not given)
  9, 3, 1, -1.0, -7, -9, 1.1, 13
CNc1ncnc(Sc2nc(N)nc3nc[nH]c23)c1[N+](=O)[O-]
  -8, -1, -1, -0.2, 12, 7, x, x
c1ccc(Nc2nc(NCC3CCCO3)c3ccccc3n2)cc1 (stereo not given)
  -360, -3, 0, 10, 14, 17, 1.1, -7
O=C1CCN(CCCN2CCC(=O)NC2=S)C(=S)N1
  19, x, 0, -0.4, 2, x, x, x
COC(=O)C(NC(=O)c1ccc(F)cc1)(Nc1ncc(S(=O)(=O)c2ccc([N+](=O)[O-])cc2)s1)C(F)(F)F (stereo not given)
  18, 0, 1, 90*, 3, -4, 0.95, 5
COc1cc(C(=O)OCC(=O)NC23CC4CC(CC(C4)C2)C3)cc(OC)c1OC
  12, -2, 2, -0.8, 0, -7, 0.97, -6
CCNC(=S)Nc1ccc(N2CCCCC2)cc1
  7, -1, 1, -0.1, 5, 4, 1.1, -18
CC1(C)Cc2nc3sc4c(=O)n(CC(=O)NCc5ccccc5)cnc4c3cc2CO1
  -12, 6, 1, -0.7, 1, -5, 0.9, 4
CCNc1ccc(C(=O)OCC(=O)c2cc(C)n(Cc3ccc4c(c3)OCO4)c2C)cc1[N+](=O)[O-]
  25, -4, 0, -2.5, -12, 4, 0.81, 16
COc1ccc(-n2c(-c3ccc(C(C)(C)C)cc3)n[nH]c2=S)c(OC)c1
  -45, x, -1, 0.8, 21, x, x, x
CCOC(=O)N1CCN(c2cc(=O)n(-c3ccc(OCC)cc3)c(=O)[nH]2)CC1
  15, 7, 1, -1.1, 22, -7, 0.97, 8
CC(=O)N1CCN(Cc2nc3cc(NC(=O)c4ccccc4)ccc3n2C)CC1
  8, 4, 0, -2.6, 1, -2, 0.81, -4
[N-]=[N+]=CC(=O)CC(c1ccccc1)N1C(=O)c2ccccc2C1=O (stereo not given)
  12, 1, 3, -5.0, 0, 0, 1.4, -11
CCC(C)NC(=O)CNC(=S)N(Cc1ccc(F)cc1)C1CCCCC1 (stereo not given)
  -2, 3, 0, 0.6, 2, -6, 0.98, 0
Nc1nnc(SCC(=O)Nc2ccccc2)s1
  21, 1, -1, -3.2, 8, 3, 1, -8
CCC(=O)Nc1cccc(-c2nnc(SCC(=O)NCc3ccco3)n2C)c1
  2, 0, 1, -0.1, -4, -2, 0.96, 0
CC(C)CC(CC(C)C)=NNC(=O)c1ccc(CSc2nncn2C)cc1
  12, 0, -1, 4.0, 10, -12, 1.1, -8
O=[N+]([O-])c1c(Nc2ccccn2)cc(Cl)c2nonc12
  68*, -3, -2, 1.4, 56, -3, 0.9, 87*
Cc1ccccc1COc1cccc(/C=N/NC(=O)c2nnn(-c3nonc3N)c2C)c1
  11, -2, 2, 0.2, -6, 9, 1.1, -13
COc1cccc(N2CC(=O)Nc3c(oc4nc(-c5ccccc5)cc(C)c34)C2=O)c1
  -27, 1, -9, 1.6, -4, 1, 0.99, -1
CC(=O)NNc1cc(=O)c2c(=O)n(C)c(=O)n(C)c2[nH]1
  16, -1, 0, -9.3, -7, 0, 0.97, 0
COC(=O)c1ccc(C2=NOC(C)(c3nnc(Cc4ccccc4)o3)C2)cc1 (stereo not given)
  17, 0, 0, -1.3, -2, -5, 1.1, -1
O=C(CCNC(=O)c1ccc(Cl)cc1)NCc1ccco1
  4, 0, 2, -0.5, 4, -2, 0.96, -7
Cc1cccc(-c2nnn(C/C(N)=N/O)n2)c1
  11, -2, -1, 1.8, 9, -7, 0.87, 11
Cc1ccc(N=Cc2c(O)[nH]c3ccccc23)c([N+](=O)[O-])c1
  15, 0, 2, 2.9, 23, 0, 0.9, -9
COc1ccc(CN2C=C3C(=O)C(C)(OC(=O)C4CCCC4)C(=O)C=C3C=C2c2ccsc2)cc1 (stereo not given)
  -13, -3, -56, -0.4, 67*, -12, 0.99, 19
CCO/C=C1/C(=O)N(c2ccc(OC)cc2)C(=O)c2ccccc21
  -351, 0, -59, -1.2, -14, 3, 1.1, 63*
O=C(CSc1nc2ccccc2[nH]1)c1ccc2c(c1)OCO2
  22, -2, 2, 3.2, 21, 1, 0.96, -4
Cc1noc(C)c1C(=O)Nc1ccccn1
  14, 0, -1, -1.7, -13, -12, 0.97, -8
CC(=O)Nc1ccc(-c2csc(NC(C)c3ccccc3)n2)cc1 (stereo not given)
  1, -25, -7, -0.2, -12, 1, 0.89, -21
CC1CCCC(C)N1C(=O)COC(=O)C1CCN(S(=O)(=O)c2c(Cl)cccc2Cl)CC1 (stereo not given)
  9, 0, -1, -2.9, -3, -9, 1.1, -5
Cc1ccsc1/C=N/Nc1ncc(Cl)cc1Cl
  -98, -7, -5, 2.3, -2, 7, 1.1, 26
CC1=C(C(=O)N2CCOCC2)C(c2ccccc2F)C2=C(CCCC2=O)N1 (stereo not given)
  -295, -1, -6, 0.4, -5, 3, 1.1, -8
Cc1cc(C)n(-c2cccc(F)n2)n1
  6, 1, 3, 0.1, -6, -4, 1.1, 5
O=C(CSCc1ccc(C(=O)O)cc1)Nc1ccc2ccccc2c1
  12, 0, 3, 0.6, -6, -2, 0.96, 4
Cc1ccc(SCCC(=O)OCC(=O)Nc2ccc(C(N)=O)cc2)cc1
  18, 3, 3, -2.6, 4, 2, 0.87, 8
COc1ccc(CC(=O)N[C@@H]2c3cc(OC)c(OC)cc3C[C@H]2OCc2ccccc2)cc1
  10, -1, 3, 0.3, 9, -9, x, x
c1ccc2c(c1)CSc1ccccc1N2
  25, 3, 1, 3.2, 12, 8, 0.98, 0
CCOc1nc2cnccc2n(CC(=O)Nc2ccc(C)c(C)c2)c1=O
  11, 3, -2, -3.6, -2, -3, 0.87, 4
O=C(Cn1c(=O)oc2ccccc21)Nc1ccccc1Cl
  14, -2, -1, 0.3, -17, 0, 1.2, -5
CS(=O)(=O)N1CC(C(=O)NN)Oc2ccc(Cl)cc21 (stereo not given)
  19, -1, -1, 0.0, 9, -1, 0.99, 1
COc1ccc(-c2cn(CCN)c(-c3ccncc3)n2)cc1
  -62, 6, -2, -1.0, -13, -3, 0.83, 1
O=S(=O)(c1cccc2nonc12)N1CCCCC1
  1, 0, 3, -0.3, 0, -3, 0.93, -4
c1ccc2c(C[C@@H]3CNCCN3CCCCC3CCCCC3)cccc2c1
  1, -6, -44, 0.5, 8, -2, 0.9, -25
COc1ccccc1N1CCN(C(=O)c2cccc(S(=O)(=O)Nc3ccccc3F)c2)CC1
  12, 1, 0, -0.5, -18, -6, 0.89, 8
O=S(=O)(Nc1ccc2cn[nH]c2c1)c1ccc(Cl)s1
  16, -29, 1, -1.0, 12, -7, 1, 0
CC(C)(C)NC(=O)C(c1ccc(F)cc1)N(Cc1ccco1)C(=O)c1csnn1 (stereo not given)
  6, -1, 3, 1.4, 2, -9, 0.86, -1
Cc1cc(C(=O)N2CCC(C(=O)O)CC2)c(C(F)(F)F)o1
  3, 3, 1, 1.6, 4, 0, 1, -4
CCc1ccc(OCC(=O)NNC(=O)c2c(CC)noc2C)cc1
  8, 3, 0, 0.6, -12, -8, 1.3, -9
Cc1cc(OCC(=O)N(Cc2cccs2)C2CCS(=O)(=O)C2)ccc1Cl (stereo not given)
  -4, 2, 1, -2.8, 11, -11, 0.9, -4
CNC(=O)c1sc(NCc2ccccc2OC)nc1C
  10, 0, 0, -0.8, 4, -5, 1, 8
O=C(CN1CCSC1=O)N1CCN(S(=O)(=O)c2ccc(F)cc2)CC1
  0, 2, 2, 0.1, -12, 2, 1.1, -23
Cc1cc(NC(=O)C(C)SCC(=O)N(C)CC(=O)Nc2ccccc2C(F)(F)F)no1 (stereo not given)
  3, 0, 1, -1.2, 4, -2, 1.1, -16
COc1ccc(N(C)S(=O)(=O)c2cccc(C(=O)OC(C)C(=O)NC3CCCCC3C)c2)cc1 (stereo not given)
  14, 0, -1, 0.3, 10, -8, 0.96, -19
Clc1ccc(-c2cc3ccccc3[nH]2)cc1
  -278, 17*, -7, 37, 47, 8, 0.93, 71*
